H37Rv inhibition – M. tuberculosis growth inhibition, HTS (AID 449762); M. tuberculosis H37Rv growth inhibition, 7H9 media; higher % means a stronger effect; inhibition, % at 25 µM, or IC50 in µM where a hit was titrated; 0.59% of 330,000 active; in the data active means a potency from the dose series; inconclusive means inhibition above about 70% without an active follow-up result;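 further: bacterial growth assessed after seven days of incubation; strong numbers were not always called active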
tuberculosis growth – growth inhibition of non-replicating M. tuberculosis (AID 488890). Mycobacterium tuberculosis non-replicating, growth inhibition; higher % means a stronger effect. inhibition, % at 25 µM, or IC50 in µM where a hit was titrated. 0.39% of 320,000 active; in the data active means a potency from the dose series; inconclusive means inhibition mostly from about 82% at the one dose, without a potency; inactive means the rest, 99 in 100 with inhibition below about 76%;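 further: plate controls were DMSO cells for no effect and high antibiotic wells for full effect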
H1N1 NS1A inhibition – NS1A inhibition, H1N1 influenza, cell based functional assay (AID 504329); NS1A functional cell-based assay, percent inhibition; higher % means a stronger effect; inhibition, % at 12.5 µM; hits with a dose series show IC50 in µM; 0.3% of 340,000 active; in the data active means a potency from the dose series; inconclusive means inhibition above about 27% without an active follow-up result; further: strong numbers were not always called active
inhibitors of VEEV – inhibitors of VEEV TC-83 cytopathic effect, confirmation, Vero cells (AID 588727) | 0.13% of 350,000 active | inhibition, % at 20 µM, or IC50 in µM where a hit was titrated | Vero cells, VEEV TC-83 cytopathic effect inhibition; higher % means a stronger effect; in the data active means a potency from the dose series; inconclusive means inhibition mostly from about 14% at the one dose, without a potency; inactive means the rest, 99 in 100 with inhibition below about 12%; further: strong numbers were not always called active
PhoP GFP inhibition – PhoP regulon inhibitors, Salmonella typhi PhoP promoter GFP reporter, confirmatory (AID 1850). inhibition, % at 50 µM; hits with a dose series show IC50 in µM. 0.33% of 310,000 active. Salmonella Typhi PhoP-promoter GFP reporter, fluorescence, 4 h; higher % means a stronger effect; in the data active means a potency from the dose series; inconclusive means inhibition mostly from about 25% at the one dose, without a potency; inactive means the rest, 99 in 100 with inhibition below about 19%;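 further: 0% = induced wells with vehicle and 100% = uninduced wells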
inhibitors of VEEV 10K pilot screen – second read-out of inhibitors of VEEV, no call of its own (marks repeat the call); inhibition, %; measured here: 10K pilot screen inhibition
Active calls of the source: *; i = inactive; ? = inconclusive; nt = no result given.

SMILES	H37Rv inhibition	tuberculosis growth	H1N1 NS1A inhibition	inhibitors of VEEV	PhoP GFP inhibition	others
CCN=C1S/C(=C\c2ccc(-c3cccc(C(=O)O)c3)o2)C(=O)N1CC	10%	65%	-1%	6.2%	-17%
CCc1ccc2[nH]c(=O)c(CN(CCN(CC)CC)C(=O)NC3CCCCC3)cc2c1	3%	35%	-27%	4.9%	5%
Cc1cc(NC(=O)NN2CCOCC2)nn1-c1c(Cl)cccc1Cl	2%	7%	2%	1.1%	-1%
Cc1cccc(C)c1NC(=O)C(c1ccccc1)N1CCOCC1 (stereo unspecified)	-4%	-1%	-2%	2.5%	10%
CCCc1cc(=O)[nH]c(SCC(=O)c2cc(C)n(-c3c(C)n(C)n(-c4ccccc4)c3=O)c2C)n1	-8%	0%	7%	2.4%	-1%
O=c1c(Cc2c(F)cccc2Cl)c(O)ccn1Cc1ccc2c(c1)OCO2	8%	44%	0%	0.1%	14%
CCOC(=O)Cc1csc(NC(=O)COc2c(C)cccc2C)n1	-2%	54%	13%	0.5%	3%
COc1ccc(C2=NN(C(C#N)c3ccc(OC)c(OC)c3)C(c3ccccc3)C2)cc1 (stereo unspecified)	nt	?	-8%	7.1%	-5%
O=C(c1ccccc1)c1ccc(-c2ccc(O)cc2)cc1	10%	14%	-6%	4.9%	13%
CN(Cc1ccc(Br)s1)C(=O)CNC(=O)c1ccc2c(c1)OCO2	26%	?	-16%	2.5%	nt

Next part, starting with the last 2 of the part before.
SMILES	H37Rv inhibition	tuberculosis growth	H1N1 NS1A inhibition	inhibitors of VEEV	PhoP GFP inhibition	others
O=C(c1ccccc1)c1ccc(-c2ccc(O)cc2)cc1	10%	14%	-6%	4.9%	13%
CN(Cc1ccc(Br)s1)C(=O)CNC(=O)c1ccc2c(c1)OCO2	26%	?	-16%	2.5%	nt
Cc1cc(NC(=O)c2ccc([N+](=O)[O-])o2)ccc1NC(=O)c1ccco1	nt	nt	-3%	4.9%	nt
CCOc1cccc2cc(C(=O)N3CCc4ccccc4C3)c(=O)oc12	-1%	10%	9%	1.1%	-1%
O=C1OCCN1C(=O)[C@H]1[C@H](c2ccccc2)C(c2ccc(F)cc2)=NN1c1ccc(Br)cc1	nt	nt	-20%	0.5%	nt
CCOC(=O)c1ccc(CN(Cc2ccc(C)cc2)S(=O)(=O)c2cccc([N+](=O)[O-])c2)cc1	-9%	-13%	-1%	1.5%	-2%
C=CCN1CCN(C(c2cccc(OC)c2OC)c2nnnn2CCC(C)C)CC1 (stereo unspecified)	6%	10%	-13%	0.4%	9%
CN(CC(=O)Nc1ccncc1)S(=O)(=O)c1ccccc1	-3%	-7%	-5%	1.1%	-7%
COCCN(C(=O)COC(=O)/C=C/c1ccc(C(F)(F)F)cc1)c1c(N)n(Cc2ccccc2)c(=O)[nH]c1=O	56%	0%	-4%	2.2%	-8%
Cc1cccc(OCC(=O)N2CCN(C(=O)c3ccc([N+](=O)[O-])cc3)CC2)c1	4%	20%	3%	0.0%	-7%
CS(=O)(=O)c1[nH]nc(-c2cccc(Cl)c2)c1C#N	3%	27%	nt	0.7%	-3%
COc1ccccc1Oc1coc2cc(O)ccc2c1=O	-4%	-2%	-3%	0.9%	6%

In the list so far, 5 have four or more nitrogen atoms.
SMILES	H37Rv inhibition	tuberculosis growth	H1N1 NS1A inhibition	inhibitors of VEEV	PhoP GFP inhibition	others
CCc1ccc2[nH]c(=O)c(CN(CCN(CC)CC)C(=O)NC3CCCCC3)cc2c1	3%	35%	-27%	4.9%	5%
Cc1cc(NC(=O)NN2CCOCC2)nn1-c1c(Cl)cccc1Cl	2%	7%	2%	1.1%	-1%
CCCc1cc(=O)[nH]c(SCC(=O)c2cc(C)n(-c3c(C)n(C)n(-c4ccccc4)c3=O)c2C)n1	-8%	0%	7%	2.4%	-1%
C=CCN1CCN(C(c2cccc(OC)c2OC)c2nnnn2CCC(C)C)CC1 (stereo unspecified)	6%	10%	-13%	0.4%	9%
COCCN(C(=O)COC(=O)/C=C/c1ccc(C(F)(F)F)cc1)c1c(N)n(Cc2ccccc2)c(=O)[nH]c1=O	56%	0%	-4%	2.2%	-8%

Continuation:
SMILES	H37Rv inhibition	tuberculosis growth	H1N1 NS1A inhibition	inhibitors of VEEV	PhoP GFP inhibition	others
COC(=O)c1ccc(NC(=O)CSc2nnc(COc3ccccc3)n2C)cc1	-1%	7%	1%	0.3%	10%
CCN(Cc1ccccc1)Cc1c(F)cccc1F	0%	-10%	-11%	i	-7%
CCC(=O)Nc1c2c(nn1-c1ccc(C)cc1C)CSC2	7%	12%	-1%	0.7%	-2%
O=c1ccc(-c2ccc(S(=O)(=O)Nc3ccccc3)o2)n[nH]1	0%	1%	7%	i	0%
C=CCN1C(=O)N/C(=C/c2ccccc2OCC(=O)Nc2ccc(F)cc2)C1=O	3%	-12%	6%	1.2%	-9%
O=C(NC1(c2ccccc2)CC1)C1CCC(=O)N(Cc2ccc(Cl)cc2)C1 (stereo unspecified)	2%	8%	9%	2.3%	2%
Cc1cc2ncn(C(=O)c3cc(-c4ccccc4)nc4ccccc34)c2cc1C	-7%	-8%	-10%	1.1%	-3%
CC(O)CC(=O)NOCc1ccccc1 (stereo unspecified)	nt	nt	-8%	i	nt
O=C(NC(=S)NCCC1=CCCCC1)c1ccc(Br)o1	?	?	-2%	2.1%	-13%
O=S(=O)(c1cccc2nsnc12)N1CCOCC1	-1%	-1%	-2%	6.1%	-1%

3 structures already listed, arranged by molar mass, falling:
SMILES	H37Rv inhibition	tuberculosis growth	H1N1 NS1A inhibition	inhibitors of VEEV	PhoP GFP inhibition	others
COC(=O)c1ccc(NC(=O)CSc2nnc(COc3ccccc3)n2C)cc1	-1%	7%	1%	0.3%	10%
Cc1cc2ncn(C(=O)c3cc(-c4ccccc4)nc4ccccc34)c2cc1C	-7%	-8%	-10%	1.1%	-3%
O=c1ccc(-c2ccc(S(=O)(=O)Nc3ccccc3)o2)n[nH]1	0%	1%	7%	i	0%

Continuation.
SMILES	H37Rv inhibition	tuberculosis growth	H1N1 NS1A inhibition	inhibitors of VEEV	PhoP GFP inhibition	others
CCOc1ccc(OCC(=O)N(C)c2c(N)n(Cc3ccccc3)c(=O)[nH]c2=O)cc1	-4%	-6%	10%	0.4%	2%
COc1cc(OC)cc(C(=O)N[C@H](C(=O)NCc2ccco2)C(C)C)c1	10%	0%	-1%	0.2%	-9%
CCn1cc(/C=C(\NC(=O)c2ccc(OC)c(OC)c2)C(=O)N2CCN(C)CC2)c2ccccc21	-4%	-8%	-7%	0.9%	-4%
O=C(Nc1nccs1)c1ccc(N2CCOCC2)c([N+](=O)[O-])c1	4%	38%	21%	3.7%	11%
O=S(=O)(c1ccc(Br)cc1)c1nc(-c2ccco2)oc1NCC1CCCO1 (stereo unspecified)	-4%	-14%	3%	i	5%
COc1ccc(OC)c(S(=O)(=O)N2c3ccccc3CC2C)c1 (stereo unspecified)	6%	12%	-6%	i	0%
CC(C)OC(=O)NS(=O)(=O)c1cccc([N+](=O)[O-])c1	2%	13%	-3%	0.8%	2%	inhibitors of VEEV 10K pilot screen=3.2
COc1ccc(C2CC(=O)CC(=O)C2n2cncn2)cc1 (stereo unspecified)	7%	3%	2%	2.7%	4%
CC(C)CCNC(=O)C(c1ccncc1)N(C(=O)Cn1nnc(-c2ccc(F)cc2)n1)c1ccccc1F (stereo unspecified)	1%	11%	-12%	5.4%	-4%
CCC(C(=O)OCC(=O)NC(=O)NC(C)(C)C)c1ccccc1 (stereo unspecified)	4%	40%	-9%	3.1%	10%
CC(C)N(C(=O)CN1C(=O)NC(c2ccccc2)(c2ccccc2)C1=O)C(C)C	7%	-4%	-9%	2.6%	11%
CCOC(=O)c1c(C)nc(C)c(C(=O)OCC)c1-c1ccc(O)c(OC)c1	4%	16%	-3%	1.5%	4%
CC(NC(=O)C1CC1)C(c1cccs1)N1CCOCC1 (stereo unspecified)	-8%	1%	11%	1.9%	2%
CCCC1=C([O-])C2N=CC=CC2=[N+](c2ccccn2)C1=O (stereo unspecified)	-7%	-18%	-5%	0.6%	-8%
Cc1ccsc1C(=O)OCC(=O)Nc1cccc(S(=O)(=O)N2CCOCC2)c1	-3%	4%	5%	i	-3%
CCOC(=O)c1ccccc1NC(=S)N1CCC(C)CC1	1%	42%	0%	0.4%	-4%
CN(Cc1cccnc1)C(=O)CNC(=O)COc1ccccc1	8%	-8%	4%	0.9%	-2%
COc1cccc(-c2cc(C(F)(F)F)n3ncc(C(=O)N4CCc5ccccc5C4)c3n2)c1	35%	1%	5%	9.7%	-10%
CCn1c(C(=O)N2CCC(C(=O)NCc3cccs3)CC2)cc2sccc21	0%	26%	6%	4.4%	2%	inhibitors of VEEV 10K pilot screen=1.3
O=C(CSc1nccc(=O)[nH]1)NN(c1ccccc1)c1ccccc1	2%	-3%	-2%	0.6%	-10%
COc1cc(NC(=O)c2nccn2C)cc(C(=O)Nc2cccc(C(F)(F)F)c2)c1	6%	13%	-3%	0.7%	0%
CCCOC(=O)c1cc(=O)[nH]c2ccccc12	0%	13%	5%	0.7%	10%
CC(c1ccccc1)N1CC(C(=O)N2CCN(c3ccccc3)CC2)CC1=O (stereo unspecified)	-6%	13%	5%	0.2%	nt
O=[N+]([O-])c1cc(Cl)cc(C2=NCCN2)c1	-3%	0%	3%	i	2%
O=C(N/N=C/C=C\c1ccccc1[N+](=O)[O-])c1cccs1	4%	-9%	-8%	1.8%	-6%
Cc1ccc(OCC(=O)Nc2ccc(S(=O)(=O)N(C)C3CCN(C)CC3)cc2)c(C)c1	-6%	24%	-9%	0.8%	8%
COC(=O)C1=C(C)N(c2ccccc2)/C(=C/c2cccs2)C1=O	0%	6%	4%	2.3%	2%
CCOC(=O)C(=O)NNc1ccccc1C	56%	35%	-7%	0.8%	-6%
Cc1ccc2cc(/C=N/NC(=O)CN3CCOCC3)c(Cl)nc2c1	0%	nt	-4%	0.5%	-11%
CC(OC(=O)C1=COCCO1)C(=O)NC1CCCCC1C (stereo unspecified)	-6%	-10%	-9%	i	nt
O=c1[nH]c(C2CCN(S(=O)(=O)c3ccccc3C(F)(F)F)CC2)nc2c1nnn2Cc1ccccc1	?	27%	3%	11%	-10%
Cn1c(=O)n(C)c2cc(NS(=O)(=O)c3ccccc3[N+](=O)[O-])ccc21	-6%	-10%	21%	6.3%	2%
CCc1nc(C)cn1S(=O)(=O)c1ccc2c(c1)OCCO2	nt	nt	-4%	1.1%	nt
Cc1cccc(-c2nnc(SCC(=O)Nc3nc4c(s3)CCCC4)n2C)c1	-11%	42%	12%	7.3%	-3%
COC(=O)C1=C(C)N(c2ccc(OC)cc2)C(C)=C(C(=O)OC)C1c1ccccc1	4%	4%	1%	4.2%	13%
COc1ccc(CNC(=O)c2cc(C)nc3ccccc23)cc1OC	3%	-6%	5%	1.4%	11%
CC1=CC(C)(C)N(C(=O)CSc2ncn[nH]2)c2ccccc21	5%	7%	23%	i	-3%
CN(Cc1ccc(F)cc1)C(=O)c1cc(COc2ccc(F)cc2F)on1	7%	69%	-5%	0.3%	-7%
O=C(CN(C(=O)CCC(=O)Nc1nccs1)c1cccc(F)c1)NCc1ccc2c(c1)OCO2	-5%	-9%	8%	i	3%
O=C(CSc1nnc(-c2ccccc2F)n1C1CC1)NCc1ccco1	-3%	-13%	-8%	i	nt
